# LmPK inh: qHTS Assay for Inhibitors of Leishmania Mexicana Pyruvate Kinase (LmPK); AID 1721, 2009; Potency, µM (highest dose often 57.5 µM), inactives show at the top dose activity change, negative = inhibition, hits mostly inhibitors; purified LmPK, Kinase-Glo ATP luminescence, 1 h; 290,000 compounds, 0.37% hits; further: potency means the concentration at half of the fitted maximal effect
# Target sequence (Q27686 whole entry, looked up): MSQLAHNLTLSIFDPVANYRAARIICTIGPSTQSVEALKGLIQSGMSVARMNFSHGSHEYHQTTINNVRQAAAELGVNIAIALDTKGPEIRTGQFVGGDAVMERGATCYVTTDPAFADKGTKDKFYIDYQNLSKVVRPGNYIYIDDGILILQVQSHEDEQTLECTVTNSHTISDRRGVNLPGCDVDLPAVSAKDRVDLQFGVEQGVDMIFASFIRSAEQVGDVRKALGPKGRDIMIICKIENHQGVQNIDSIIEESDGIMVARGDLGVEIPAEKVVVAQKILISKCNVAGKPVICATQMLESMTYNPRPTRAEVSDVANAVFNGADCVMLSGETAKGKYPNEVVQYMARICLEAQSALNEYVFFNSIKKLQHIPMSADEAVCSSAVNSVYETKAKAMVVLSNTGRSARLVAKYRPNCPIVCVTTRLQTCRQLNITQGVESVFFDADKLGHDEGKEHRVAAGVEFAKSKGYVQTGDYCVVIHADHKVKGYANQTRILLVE
#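 qHTS format; LmPK 0.1 nM; substrates PEP 0.5 mM and ADP 0.1 mM. One-hour room-temperature incubation, then coupled luciferase luminescence; 0.5 nM enzyme wells mark activation.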
# AmpC no deterg: qHTS Inhibitors of AmpC Beta-Lactamase (assay without detergent) | P00811 | AmpC nitrocefin hydrolysis, absorbance 480 nm, 0.0001% Triton | Potency, µM (highest dose often 57.1 µM), for inactives: top-dose activity change, negative = inhibition, actives largely listed as inhibitors | 330,000 compounds, 0.52% hits | AID 485341, 2010;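 further: potency means the concentration at half of the fitted maximal effect; plate controls were no compound for no effect and no enzyme for full effect; nearly all actives have a fitted effect of over 20% in size; some results filed as inactive show a strong effect at the top dose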
# Target sequence (P00811 whole entry, looked up): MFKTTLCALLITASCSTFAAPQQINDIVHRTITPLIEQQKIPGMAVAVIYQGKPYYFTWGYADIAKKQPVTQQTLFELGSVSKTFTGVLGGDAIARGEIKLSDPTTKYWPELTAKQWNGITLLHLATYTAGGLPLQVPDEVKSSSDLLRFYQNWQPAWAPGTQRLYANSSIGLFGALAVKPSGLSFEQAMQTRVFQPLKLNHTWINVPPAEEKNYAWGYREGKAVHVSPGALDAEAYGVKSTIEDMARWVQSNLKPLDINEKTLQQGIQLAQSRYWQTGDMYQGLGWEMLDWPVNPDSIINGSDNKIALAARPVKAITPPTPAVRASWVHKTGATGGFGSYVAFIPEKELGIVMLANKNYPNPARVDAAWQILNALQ
#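 20 mM phosphate pH 7.0 + 0.01% (detergent screen) or 0.0001% Triton X-100; 5.3 nM AmpC reagent; cpd preinc 15 min RT; nitrocefin (800 uM stock) to start; A480 q20 s × 4 min; Activity was normalised to no-enzyme and no-compound control wells.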
# HCV inh: qHTS Assay for Inhibitors of Hepatitis C Virus (HCV) | Potency, µM (series often up to 41.8 µM), for the others: at the highest dose activity change, negative = inhibition, hits mostly inhibitors | Huh7.5.1 HCVcc-Cre infection, luciferase reporter, 44 h | 340,000 compounds, 3.4% hits; further: potency means the concentration at half of the fitted maximal effect
#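 Infectious HCVcc-Cre (~0.5 moi) was added to cells just after compound, with cells seeded 4 h earlier at 1,000 per well. Luciferase activity after 44 h culture reported infection; substrate was incubated 15 min at room temperature before reading.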
# AmpC inh detg: qHTS Inhibitors of AmpC Beta-Lactamase (assay with detergent). P00811. AmpC hydrolysis of nitrocefin, absorbance 480 nm, 0.01% Triton. Potency, µM (top dose mostly 114 µM), for the others: at the highest dose activity change, negative = inhibition, most hits filed as inhibitors. 370,000 compounds, 0.041% hits. AID 485294, 2010;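 further: potency means the concentration at half of the fitted maximal effect; 0% = no-compound wells and -100% = no-enzyme wells; nearly all actives have a fitted effect of over 25% in size; some results filed as inactive show a strong effect at the top dose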
#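 AmpC (5.3 nM in the dispensed reagent) in 20 mM phosphate pH 7.0 with 0.01% (detergent screen) or 0.0001% Triton X-100 was preincubated with compounds for 15 min at room temperature. Nitrocefin was then added from an 800 uM solution, and hydrolysis was followed at 480 nm.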
# AMA1-RON2 inh: qHTS for Inhibitors of AMA1-RON; Towards Development of Antimalarial Drug Lead: Primary Screen. Potency, µM (top dose mostly 58.2 µM), for the others: at the top dose activity change, negative = inhibition, usual class: inhibitors. 360,000 compounds, 0.2% hits. Plasmodium falciparum AMA1 (3D7) - RON2 peptide interaction. AlphaScreen AMA1-biotinylated RON2 peptide binding;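 further: potency means the concentration at half of the fitted maximal effect; 0% = vehicle wells and -100% = peptide control; nearly all actives have a fitted effect of over 45% in size; some results filed as inactive show a strong effect at the top dose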
#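 AMA1 (3D7) with his tag at 25 nM final met compounds first, then biotinylated RON2 peptide at 25 nM; detection used donor plus acceptor beads, 10 µg/mL apiece, read by AlphaScreen after 30 min at room temperature.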
# HCMV inh: qHTS Assay for inhibitors of the human cytomegalovirus (HCMV). 410,000 compounds, 4.5% hits. activity change, negative = inhibition, % at 57.5 µM. HFF cells, HCMV-luciferase reporter, 72 h; stronger effect = lower value. AID 1259415, 2018; in the data active means activity change below about -60%; inconclusive means no clear call, values can overlap the other calls; inactive means above about -39%
#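 After 16 h attachment at 37C, HFF cells received test compound and HCMV-luciferase (1 PFU/cell); reporter luminescence read 72 h later, data normalized against buffer-only and known inhibitor Salinomycin.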
# Tb PYK inh: qHTS of Trypanosoma Brucei Inhibitors | TbPYK enzyme, Kinase-Glo Plus ATP luminescence, 45 min | Potency, µM (series often up to 76.8 µM), for inactives: at the highest dose activity, negative = inhibition, hits mostly inhibitors | 410,000 compounds, 0.12% hits | AID 624173, 2012; further: potency means the concentration at half of the fitted maximal effect; nearly all actives have a fitted effect of over 50% in size
#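 TbPYK + substrate in 50 mM TEA pH 7.2, 100 mM KCl, 10 mM MgCl2, 0.05% BSA, 0.01% Tween-20; cpd pinned; ADP 130 uM final; 45 min RT; Kinase-Glo Plus 10 min; luminescence endpoint.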
# * marks the source's active call; other numbers are inactive results; u = inconclusive; x = no result given; & = joins results of further samples; [ ] = remark or other dose. Unless noted, the call rests on the fitted dose curve; in most records, active means well fitted curve in the direction sought with a large enough effect; inconclusive means small, poorly fitted or top-dose-only effect, or another doubt; inactive means no such curve, though single readings can be large; an effect the other way counts as inactive or inconclusive. Unless noted, on the % scale 0 is the no-effect control and ±100 the full control effect.
1: CC(=O)c1ccc(N=c2scc(C)n2C(C)C)cc1
2: CCCSC1=C(C#N)C(c2ccc(Cl)cc2Cl)CC(=O)N1 (stereo not drawn)
3: COC(=O)CSc1nnnn1-c1ccccc1
4: COc1ccccc1NC(=S)NC(NC(=O)c1ccco1)C(Cl)(Cl)Cl (stereo not drawn)
5: COc1ccc(OCc2nc(N)nc(Nc3ccccc3OC)n2)cc1
6: COc1cccc(CNC(=O)[C@@H]2CCCN2C(=O)[C@H]2CCCCN2C(=O)c2ccccc2C)c1
7: CC(Oc1ccc([N+](=O)[O-])cc1)C(=O)NCC1CCCO1 (stereo not drawn)
8: O=S(=O)(c1ccc(Br)cc1)c1nnn2c1nc(Nc1cccc(C(F)(F)F)c1)c1sccc12
9: O=C1COc2cc(S(=O)(=O)CCC(=O)N3CCN(c4ccccc4)CC3)c(Cl)cc2N1
10: CCNC(=S)N/N=C/c1cccc(C)c1

assay / entry	1	2	3	4	5	6	7	8	9	10
LmPK inh	8%	5%	-1%	1%	1%	x	0%	x	x	-5%
AmpC no deterg	-15%	-12%	-20%	-21%	1%	x	3%	x	x	-21%
HCV inh	-3%	u	8%	5%	14µM*	x	13%	x	x	-17%
AmpC inh detg	6%	7%	-17%	u	-16%	x	5%	3%	0%	-15%
AMA1-RON2 inh	-20%	-2%	-3%	-8%	-4%	7%	-7%	x	x	13%
HCMV inh	-40	x	-4	18	u	-9	8	1	-23	-25
Tb PYK inh	-2%	u	3%	-22%	-1%	-5%	-4%	1%	5%	-1%

11: CCOc1ccc(C(=O)Oc2cc(C)[nH]c(=O)c2[N+](=O)[O-])cc1OCC
12: Cc1ccc2cc(C)c(SCC(=O)NCC3CCCO3)nc2c1 (stereo not drawn)
13: O=C(CSc1nc2ccccc2[nH]1)NCc1ccccc1
14: CCCN(CCC)CCCNC(=O)CN1C(=O)CSc2ccc(S(=O)(=O)N3CCOCC3)cc21
15: CCCOc1ccc(C2NC(=S)NC(C)=C2C(=O)c2ccccc2)cc1OC (stereo not drawn)
16: O=C(O)CN1C(=O)c2ccc(C(=O)c3ccccc3)cc2C1=O
17: CCOc1cc(C(=O)Nc2ccc(-c3nc4cc(Cl)ccc4o3)cc2)cc(OCC)c1OCC
18: COc1ccc(OC)c(S(=O)(=O)NCc2ccc(N3CCN(C)CC3)cc2)c1
19: CC1=C(C(=O)OCc2ccccc2)C(c2cccnc2)n2nnnc2N1 (stereo not drawn)
20: O=C(O)C1C2C=CC(C2)C1C(=O)Nc1cccc(Cl)c1 (stereo not drawn)

assay / entry	11	12	13	14	15	16	17	18	19	20
LmPK inh	6%	-1%	-2%	9%	1%	3%	x	0%	5%	-1%
AmpC no deterg	-13%	33%	-22%	2%	u	-10%	x	-16%	-15%	-4%
HCV inh	-14%	-15%	-2%	4%	u	12%	x	x	-2%	14%
AmpC inh detg	2%	3%	11%	2%	-10%	-14%	-1%	-9%	-13%	2%
AMA1-RON2 inh	-10%	-4%	-1%	-6%	13%	22%	x	27%	-6%	-6%
HCMV inh	8	u	70	26	u	-6	-1	-8	-13	2
Tb PYK inh	6%	3%	1%	-3%	-1%	7%	0%	-8%	7%	15%

21: CCOC(=O)COc1ccc(S(=O)(=O)c2ccc(OCC(=O)OCC)cc2)cc1
22: CCN(CC)C(=O)CSc1nnc(-c2cccnc2)n1CCc1ccccc1
23: Cc1ccc(C2C(C(=O)c3cc4ccccc4o3)=C(O)C(=O)N2CCN2CCOCC2)cc1 (stereo not drawn)
24: COc1ccc(OC)c(NC(=O)C(=O)N/N=C/c2ccccc2[N+](=O)[O-])c1
25: CC(Sc1nc2ccc(Br)cc2[nH]1)C(=O)O (stereo not drawn)
26: COc1ccc(S(=O)(=O)N2CCN(c3nc(-c4cccnc4)nc4ccccc34)CC2)cc1
27: O=C(CSCc1ccc(Cl)cc1)Nc1cccc(C(=O)O)c1
28: O=C(NCCN1CCC(n2c(=O)[nH]c3ccccc32)CC1)c1ccc(Cl)c(Cl)c1
29: CCCOC(=O)c1ccc(Oc2cn[nH]c2-c2ccc(OCC)cc2O)cc1
30: COc1ccc(C(=O)Nc2c(N)nc(SCC(=O)c3ccccc3)[nH]c2=O)cc1

assay / entry	21	22	23	24	25	26	27	28	29	30
LmPK inh	-2%	1%	1%	6%	-6%	x	-8%	x	6%	-6%
AmpC no deterg	18%	0%	15%	-9%	-16%	100%[activator]	-17%	x	-28%	-9%
HCV inh	u	-6%	2%	-8%	0%	u	16%	x	u	6%
AmpC inh detg	-8%	-2%	-5%	-13%	-11%	3%	-12%	x	-11%	-4%
AMA1-RON2 inh	3%	-1%	9%	-5%	-12%	-9%	16%	0%	58%[activator]	-13%
HCMV inh	-11	7	-12	31	20	-6	16	-29	70	-1
Tb PYK inh	0%	3%	-1%	-1%	-11%	5%	-5%	-5%	0%	10%

# 5 structures already listed, sorted by molar mass, largest number first:
23: Cc1ccc(C2C(C(=O)c3cc4ccccc4o3)=C(O)C(=O)N2CCN2CCOCC2)cc1 (stereo not drawn)
30: COc1ccc(C(=O)Nc2c(N)nc(SCC(=O)c3ccccc3)[nH]c2=O)cc1
29: CCCOC(=O)c1ccc(Oc2cn[nH]c2-c2ccc(OCC)cc2O)cc1
24: COc1ccc(OC)c(NC(=O)C(=O)N/N=C/c2ccccc2[N+](=O)[O-])c1
25: CC(Sc1nc2ccc(Br)cc2[nH]1)C(=O)O (stereo not drawn)

assay / entry	23	30	29	24	25
LmPK inh	1%	-6%	6%	6%	-6%
AmpC no deterg	15%	-9%	-28%	-9%	-16%
HCV inh	2%	6%	u	-8%	0%
AmpC inh detg	-5%	-4%	-11%	-13%	-11%
AMA1-RON2 inh	9%	-13%	58%[activator]	-5%	-12%
HCMV inh	-12	-1	70	31	20
Tb PYK inh	-1%	10%	0%	-1%	-11%

# The list continues.
31: COc1cc(NC(=O)CC2C(=O)N(c3ccc(Cl)cc3)C(=O)N2Cc2cccs2)cc(OC)c1 (stereo not drawn)
32: Cc1ccc(Nc2c(-c3ccc(C)cc3)nc3ccc(C)cn23)cc1
33: Cc1nc2cc(Cl)c(Cl)cc2n1-c1ccccn1
34: CCOC(=O)c1c(C)nc(-c2ccccc2)nc1NC(=O)C(C)C
35: Cc1nn(C)cc1S(=O)(=O)N1CCN(c2ccccc2F)CC1
36: CCCCCCCN1C(N(C)C)=NC[C@@H]1Cc1ccccc1
37: O=C(N/N=C/c1ccc2c(c1)OCO2)c1ccc(Cn2cc([N+](=O)[O-])cn2)o1
38: COc1ccc(-c2noc(CCC(=O)NC3CCCCCC3)n2)cc1
39: Cc1cccc(N2C(=O)NC3(CCCCC3)C2=O)c1
40: O=C(Nc1cccnc1Cl)c1cc(-c2cccc(Cl)c2)on1

assay / entry	31	32	33	34	35	36	37	38	39	40
LmPK inh	x	x	x	-3%	-1%	x	-11%	-6%	-5%	-6%
AmpC no deterg	x	x	32%	x	6%	24%	-34%	12%	-2%	-14%
HCV inh	x	x	u	-27%	4%	u	5%	-26%	2%	-16%
AmpC inh detg	17%	9%	-6%	-2%	u	u	-11%	0%	2%	-10%&23%
AMA1-RON2 inh	x	x	3%	23%	7%	8%	6%	3%	3%	6%
HCMV inh	-29	28	-11	93	u	-21	-3	-22	6	-38&-7
Tb PYK inh	-1%	3%	2%	-7%	-4%	-1%	1%	2%	0%	0%&-1%

41: COc1ccccc1Cc1nc(-c2ccc(Br)o2)no1
42: O=C(N/N=C/c1ccsc1)c1cc(O)cc(O)c1
43: CC(C)NC(=O)N(C)C[C@@H]1Oc2cc(C#Cc3ccccn3)ccc2S(=O)(=O)N([C@@H](C)CO)C[C@H]1C
44: O=C(c1cc2nc(C3CC3)cc(C(F)F)n2n1)N1CCOCC1
45: COC(=O)CC1=C(C(=O)OC)C(c2cccs2)C(C#N)=C(N)O1 (stereo not drawn)
46: Cc1cc(F)ccc1S(=O)(=O)Nc1nc2ccccc2nc1Cl
47: O=C(NC(=O)c1ccccc1)OCC(F)(F)F
48: O=C1NC(=S)NC(=O)C1=Cc1ccc(Br)s1
49: Cc1cc(C)c(-c2n[nH]c3c2C(c2ccccc2F)N(Cc2ccco2)C3=O)c(O)c1 (stereo not drawn)
50: Fc1ccc(NC(=S)N2CCOCC2)c(F)c1

assay / entry	41	42	43	44	45	46	47	48	49	50
LmPK inh	1%	-13%	x	-7%	0%	5%	-4%	11%	x	-5%
AmpC no deterg	-32%	-17%	x	-8%	-5%	-39%	-17%	-25%	x	-5%
HCV inh	-21%	4%	x	1%	22%	20%	2%	u	x	15%
AmpC inh detg	u	1%	x	1%	-1%	0%	0%	-9%	2%	0%
AMA1-RON2 inh	7%	9%	-12%	-2%	9%	11%	3%	u	x	-6%
HCMV inh	72	-9	34	-9	-101*	-28	37	-100*	-73*	7
Tb PYK inh	-14%	-4%	9%	-16%	-8%	-2%	-7%	u	-5%	-2%

51: CN1CCN(C(=O)CCN2C(=O)/C(=C\c3ccc(Cl)cc3Cl)SC2=S)CC1
52: COc1ccc(Cl)cc1N1C(=O)/C(=C/c2sccc2C)N=C1SCC(=O)NC1CC1
53: COc1ccccc1NC(=O)N1CCN(S(C)(=O)=O)CC1
54: COC(=O)[C@H](Cc1ccccc1)NC(=O)C1(OC(C)=O)CC(OC(C)=O)C(OC(C)=O)C(OC(C)=O)C1 (stereo partly drawn)
55: O=C(Cn1c(=O)[nH]c2sc3c(c2c1=O)CCCC3)NCC1CCCO1 (stereo not drawn)

assay / entry	51	52	53	54	55
LmPK inh	5%	x	3%	7%	-6%
AmpC no deterg	133%[activator]	x	1%	18%	-9%
HCV inh	0%	u	14%	14%	9%
AmpC inh detg	3%	x	2%	-12%	-4%
AMA1-RON2 inh	-28%	-9%	8%	10%	-13%
HCMV inh	-18	52	-27	-3	0
Tb PYK inh	-8%	1%	2%	-1%	0%

# Bioassay records deposited in PubChem BioAssay by National Center for Advancing Translational Sciences (NCATS).
